CHT allo act: allosteric activators of human choline transporter CHT | CHT-expressing cells, membrane potential dye, choline EC20; active compounds read high; LV-AA mutant CHT in HEK293 cells | actives 0.49% (n = 310,000) | B-score at 10 µM;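 active = initial fluorescence not abnormally high and integrated response B-score, plate-corrected, over 3 SD above library mean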
Target sequence (Q9GZV3 whole entry, looked up): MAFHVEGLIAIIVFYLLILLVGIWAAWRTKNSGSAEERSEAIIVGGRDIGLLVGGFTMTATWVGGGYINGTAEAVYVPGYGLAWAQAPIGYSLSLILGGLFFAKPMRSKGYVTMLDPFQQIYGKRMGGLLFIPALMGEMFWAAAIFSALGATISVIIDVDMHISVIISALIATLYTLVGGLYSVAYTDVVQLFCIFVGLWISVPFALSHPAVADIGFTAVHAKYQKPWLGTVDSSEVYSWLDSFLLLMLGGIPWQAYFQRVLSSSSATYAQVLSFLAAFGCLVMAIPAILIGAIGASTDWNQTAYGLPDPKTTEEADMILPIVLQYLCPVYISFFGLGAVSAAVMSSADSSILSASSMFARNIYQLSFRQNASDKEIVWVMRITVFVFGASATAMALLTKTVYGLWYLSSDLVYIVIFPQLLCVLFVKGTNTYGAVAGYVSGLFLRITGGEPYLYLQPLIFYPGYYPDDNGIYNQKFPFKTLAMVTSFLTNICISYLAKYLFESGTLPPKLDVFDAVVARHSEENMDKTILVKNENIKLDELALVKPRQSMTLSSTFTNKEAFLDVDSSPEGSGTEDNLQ
STK33 kinase inh: human STK33 kinase inhibition; Q9BYT3; purified STK33, MBP phosphorylation, ADP-Glo luminescence; inhibition, % at 10 µM; actives 0.073% (n = 320,000); AID 2661;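 active = inhibition at or above 25%, using the most active replicate where run in duplicate; inactive = inhibition below 25%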
Target sequence (Q9BYT3 whole entry, looked up): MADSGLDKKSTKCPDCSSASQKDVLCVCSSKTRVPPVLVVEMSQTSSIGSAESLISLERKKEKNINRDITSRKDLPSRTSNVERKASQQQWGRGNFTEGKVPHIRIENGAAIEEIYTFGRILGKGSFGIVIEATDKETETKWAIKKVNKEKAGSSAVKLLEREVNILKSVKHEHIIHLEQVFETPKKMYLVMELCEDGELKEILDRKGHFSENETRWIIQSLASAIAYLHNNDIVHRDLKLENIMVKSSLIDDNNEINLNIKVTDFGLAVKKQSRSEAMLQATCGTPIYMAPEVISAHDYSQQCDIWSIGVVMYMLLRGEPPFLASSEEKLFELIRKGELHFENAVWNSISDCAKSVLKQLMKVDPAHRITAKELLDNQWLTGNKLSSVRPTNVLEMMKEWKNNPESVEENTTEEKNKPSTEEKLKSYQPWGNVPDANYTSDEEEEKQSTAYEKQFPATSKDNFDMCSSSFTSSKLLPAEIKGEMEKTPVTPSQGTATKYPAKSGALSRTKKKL
CHT block: human CHT choline transport inhibition; actives 0.86% (n = 310,000); CHT-expressing cells, membrane potential dye, choline response; active compounds read low; Q9GZV3; B-score at 10 µM;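 active = B-score over 3 SD under the library average, and starting fluorescence ratio not unusually high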;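 note: choline stimulus applied at its EC90 after an EC20 pre-addition; B-score computed on integrated fluorescence ratio after choline addition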
The depositor's hits bear a star; i = inactive.

SMILES	CHT allo act	STK33 kinase inh	CHT block
CCC(C)Nc1nc(N)c([N+](=O)[O-])c(NCCO)n1 (stereo not drawn)	i	0.6	i
CCOC(=O)c1sc2ncn(/N=C/c3ccc(O)c(OC)c3)c(=O)c2c1C	i	-0.8	i
COc1ccc(C2=NN(C(C)=O)CC2c2cccc([N+](=O)[O-])c2)cc1 (stereo not drawn)	i	-1.6	i
CN(C)NC(=O)C(NC(=O)c1ccccc1)C12CC3CC(CC(C3)C1)C2 (stereo not drawn)	i	-0.8	i
CCn1nc(NC(=O)c2cccnc2)c2cc3ccccc3nc21	i	-1.6	i
COc1ccc(S(=O)(=O)N2CCOCC2)cc1C(=O)NC1CCCCC1	i	-1.7	i
CCCc1cc(=O)oc2cc(OCC(=O)N(C)C)c(Cl)cc12	i	-0.8	i
COc1ccccc1CNC(=O)C/C(C)=N/NC(=O)Cc1ccc(OC)c(OC)c1	i	-1.3	i
CN(C)S(=O)(=O)c1cccc(C(=O)OCC(=O)NCc2ccc3c(c2)OCO3)c1	i	-1.0	i
COc1nc(OC)nc(N2CCC(C(=O)NCC3CCCCC3)CC2)n1	i	4.5	i
CC1CCN(C(=O)CSc2nnc(-c3cc4ccccc4cc3O)n2Cc2ccco2)CC1	i	0.5	i
CN(C)C=NC(=O)c1cn(-c2ccc(F)cc2)c(=O)c2ccccc12	i	-0.5	i
COc1cccc(C(=O)NNC(=O)c2cccnc2)c1	i	1.0	i
CC1CCc2[nH]c3ccc(C(=O)N(C)CC(=O)Nc4ccc(F)cc4)cc3c2C1 (stereo not drawn)	i	0.2	i
Cc1nn(-c2ccccc2)c(Cl)c1/C=N/O	i	-1.4	i
COc1ccc(-n2c(Cc3cccn3C)nnc2SCC(=O)Nc2ccc(C)cc2C)cc1	i	-1.3	i
Cc1cccc(N2CCN(C(=O)C3CC(=O)N(C4CCCC4)C3)CC2)c1C (stereo not drawn)	i	-2.7	i
Cc1csc(SCC(=O)Nc2oc(C)c3c(C)n[nH]c(=O)c23)n1	i	-0.1	i
O=C(CCNS(=O)(=O)c1ccc(Cl)cc1)N1CCN(Cc2ccccc2)CC1	i	-2.3	i
Cc1ccc(S(=O)(=O)N2CC3CCCC2C3)cc1 (stereo not drawn)	i	9.0	i

Structures shown so far that contain an NH in an aromatic ring, in the order listed:
SMILES	CHT allo act	STK33 kinase inh	CHT block
CC1CCc2[nH]c3ccc(C(=O)N(C)CC(=O)Nc4ccc(F)cc4)cc3c2C1 (stereo not drawn)	i	0.2	i
Cc1csc(SCC(=O)Nc2oc(C)c3c(C)n[nH]c(=O)c23)n1	i	-0.1	i

The list continues:
SMILES	CHT allo act	STK33 kinase inh	CHT block
O=C(COC(=O)[C@@H]1CCCN1S(=O)(=O)c1ccccc1F)Nc1ccc(OC(F)F)cc1	i	-0.3	i
COc1ccc(C(CC(=O)c2ccc(C)cc2)C(C#N)C#N)cc1OC (stereo not drawn)	i	0.0	i
COC(=O)c1c(C)nn(-c2ccccc2)c1-n1cccc1	i	0.3	i
CCOC(=O)c1cc(-c2ccccc2)sc1NC(=O)COC	i	-0.7	i
O=c1c2ccccc2nc(/C=C/c2c[nH]c3ccccc23)n1-c1ccc([N+](=O)[O-])cc1	i	-2.4	i
O=[N+]([O-])c1ccc(/C=N/Nc2nc(N3CCCCC3)nc(N3CCCCC3)n2)o1	i	0.4	i
Cc1ccccc1NC(=O)C(=O)NNC(=O)COc1ccc2ccccc2c1	i	-1.3	i
CN(C(=O)CSc1nnc(NC2CCCCC2)s1)C1CCS(=O)(=O)C1 (stereo not drawn)	i	-1.1	i
Cc1cc(C)cc(N(C(C)C(=O)NC2CCCC2)S(C)(=O)=O)c1 (stereo not drawn)	i	-1.2	i
CC1(C)CC2CC(C)(CN2C(=O)COC(=O)c2ccc(Cl)c(N)c2)C1 (stereo not drawn)	i	-0.2	i
CCC(=O)c1c[nH]c(C(=O)NCCCn2ccnc2)c1	i	-0.1	i
CCN(CC)CCCNC(=O)c1cc(-c2ccc(Cl)c(Cl)c2)on1	i	0.1	-6.65*
CCN(CCCNC(=O)CNC(=O)Cn1cnc2ccccc2c1=O)c1cccc(C)c1	i	-0.3	i
Cc1cc(Cl)cc(C)c1OCCCCN1CCOCC1	i	-1.7	i
O=C(c1cc2cc([N+](=O)[O-])ccc2s1)N1CCCCC1	i	-0.2	i
CCN(CC)c1ccc(NC(=O)CN2CCN(c3ccc(F)cc3)CC2)cc1	i	-0.4	i
CC(C)OC(=O)CSc1ncnc2c1cnn2-c1ccccc1	i	-0.5	i
Fc1ccc(C2=CC(c3ccco3)n3ncnc3N2)cc1 (stereo not drawn)	i	-1.4	i
CC(=O)Nc1ccc2c(c1)CCCC2	i	-0.5	i
CC(=O)Nc1cccc(OCC(=O)NCCC2=CCCCC2)c1	i	1.4	i

Of the compounds above, these have a furan ring, fused or not:
SMILES	CHT allo act	STK33 kinase inh	CHT block
CC1CCN(C(=O)CSc2nnc(-c3cc4ccccc4cc3O)n2Cc2ccco2)CC1	i	0.5	i
Cc1csc(SCC(=O)Nc2oc(C)c3c(C)n[nH]c(=O)c23)n1	i	-0.1	i
O=[N+]([O-])c1ccc(/C=N/Nc2nc(N3CCCCC3)nc(N3CCCCC3)n2)o1	i	0.4	i
Fc1ccc(C2=CC(c3ccco3)n3ncnc3N2)cc1 (stereo not drawn)	i	-1.4	i

The list continues.
SMILES	CHT allo act	STK33 kinase inh	CHT block
Cn1cc(Cl)cc(C(=O)Nc2ccccc2)c1=O	i	-0.7	i
COC(=O)c1ccc(C(=O)OC)c(NC(=S)N2CCN(C)CC2)c1	i	-1.1	i
N#Cc1c(N)n[nH]c1-c1cc2c([nH]1)CCCC2	i	2.9	i
Cc1nc(C)c(NC(=O)OC(C)C)cc1NC(=O)OC(C)C	i	-1.7	i
COc1cc(CC(=O)OCC(=O)N2CCCCC2C)cc(OC)c1OC (stereo not drawn)	i	-0.4	i
Cc1ccc(NC(=O)N/C=C/c2ccco2)cc1C	i	0.8	i
CCCCNCc1ccc(SC)cc1	i	1.4	i
CCN(CC(=O)NCc1ccccn1)S(=O)(=O)c1ccc(OC)cc1	i	-2.8	i
COc1ccc(CN2C(=O)c3cccnc3C2=O)cc1S(=O)(=O)N1CCOc2ccccc21	i	-0.3	i
CCN(CC)C(=O)CC(c1ccc(OC)cc1)c1c(OC)cc(OC)c2ccc(=O)oc12 (stereo not drawn)	i	-0.2	i
O=S(=O)(N/N=C/c1cccc(OC2CSC2)c1)c1ccccc1	i	-0.9	i
COc1cc2c(cc1OC)C(C)N(S(=O)(=O)c1cn(C)cn1)CC2 (stereo not drawn)	i	-1.3	i
CC(=O)Nc1ccc(OC(=O)Cc2ccc(Cl)cc2)cc1	i	0.4	i
Cc1oc(-c2cccs2)nc1CN1CC[C@@](O)(c2ccccc2)[C@H]2CCCC[C@@H]21	i	-1.0	i
COc1ccc(Cl)cc1C(=O)C1CCCN(Cc2cnc(N3CCOCC3)s2)C1 (stereo not drawn)	i	0.7	i
CC1CC(Nc2ccccc2)=CC(=O)O1 (stereo not drawn)	i	-1.0	i
c1ccc(-c2nc3c(ccc4ccccc43)[nH]2)nc1	i	0.7	i
CSCCC(NC(=O)COc1ccccc1)C(=O)NCCOc1ccc(C)cc1 (stereo not drawn)	i	-1.1	i
O=C(CCCc1ccccc1)NCc1ccc2c(c1)OCO2	i	-0.2	i
COC/C=C/C1=CC2=CC(=O)C(C)(OC(=O)c3cnc4ccccc4n3)C(=O)C2=CN1C1CCCCC1 (stereo not drawn)	i	-0.2	i

Just CHT allo act, for some of the entries so far:
mol | CHT allo act
COc1ccc(Cl)cc1C(=O)C1CCCN(Cc2cnc(N3CCOCC3)s2)C1 (stereo not drawn) | i
CSCCC(NC(=O)COc1ccccc1)C(=O)NCCOc1ccc(C)cc1 (stereo not drawn) | i
CC(=O)Nc1ccc(OC(=O)Cc2ccc(Cl)cc2)cc1 | i

The results go on:
SMILES	CHT allo act	STK33 kinase inh	CHT block
O=C1COc2ccc(C(=O)COC(=O)c3sc4ccccc4c3Cl)cc2N1	i	0.2	i
CN(CC(=O)NCc1ccccn1)S(=O)(=O)c1ccc(Cl)cc1	i	-1.4	i
O=C(NCc1cccnc1)c1cccc2c1C(=O)N(C1CCCCC1)C2	i	-0.5	i
Cc1cc2cc(CN(CCCO)S(=O)(=O)c3cccc4nsnc34)c(=O)[nH]c2cc1C	i	-0.4	i
CC(C)N1CCC(N2CCN(C/C=C/c3ccc(F)cc3)CC2CCO)CC1 (stereo not drawn)	i	0.5	i
Cc1cc(N2C(=O)C3CC=CCC3C2=O)no1 (stereo not drawn)	i	-1.3	i
CC1=C(C)C(=O)C(CCCCC#CCCCC#CCO)=C(C)C1=O	i	-0.5	i
O=S(=O)(NC1CCN(Cc2ccccc2)CC1)c1cccc(S(=O)(=O)N2CCOCC2)c1	i	-0.3	i
COc1cccc(C=Nc2ccc(N3CCOCC3)cc2)c1O	i	0.4	i
Cc1ccc2oc(/N=C(\N)NC(=O)C(C)(C)C)nc2c1	i	-1.4	i
COc1ccc(CN2C(=O)c3cccnc3C2=O)cc1S(=O)(=O)N1CCCCC1C (stereo not drawn)	i	-0.3	i
O=C(C1CCN(c2ncnc3c2nc2n3CCCCC2)CC1)N1CCN(c2cccc(Cl)c2)CC1	i	-0.6	i
COc1cccc2oc3ccc(C#Cc4ccccn4)cc3c(=O)c12	i	2.9	i
O=C(NCc1ccc2c(c1)OCO2)c1nc(Cn2cc([N+](=O)[O-])cn2)no1	i	-1.3	i
O=C(CN(Cc1ccco1)C(=O)CNS(=O)(=O)c1ccccc1)NCc1ccccc1	i	-0.2	i
O=C(NCCNc1ccc(Cl)cc1[N+](=O)[O-])c1cccnc1	i	0.1	i
Cc1ccccc1-c1nc(CS(=O)(=O)CC(=O)NCCCN2CCOCC2)c(C)o1	i	-1.5	i
Cc1ccc(-n2nc3c(=O)n(CCCC(=O)NCc4cccc(Cl)c4)nc(C)c3c2C)cc1	i	-0.7	i
CCOC(=O)N1CCN(S(=O)(=O)c2cc(Br)cc3c2N(C(C)=O)C(C)C3)CC1 (stereo not drawn)	i	-2.4	i
CC(C)c1ccc(N(CC(=O)NC2CCCC2)C(=O)CCC(=O)Nc2nccs2)cc1	i	0.4	i
COc1ccccc1N1CCN(S(=O)(=O)c2cc(C)sc2C)CC1	i	-0.9	i
COc1nc(N(c2ccccc2)c2ccccc2)nc(-n2ccnc2)n1	i	-0.6	i
C=CCn1c(SCC2=C(C(=O)OCC)C(C)NC(=O)N2)nnc1C1CCCCC1 (stereo not drawn)	i	-0.6	i
CCN(CC)S(=O)(=O)c1cccc(C(=O)N[C@H](C(=O)NNC(=O)c2ccccc2)C(C)C)c1	i	-2.2	i
CCCCCOC(=O)C1=C(C)NC(=O)NC1c1ccccc1OCC (stereo not drawn)	i	0.6	i
CCc1cc(=O)oc2c3c(cc(OCC(=O)Nc4cccnc4)c12)OC(C)(C)CC3	i	-1.1	i
Cc1cccc(C(=O)Nc2sc3c(c2C#N)CCCCC3)c1	i	-6.9	i
COC(=O)c1sc(S(=O)(=O)NCC(=O)O)c(C(=O)OC)c1C	i	0.2	i
O=C(COC(=O)C1CC2CCCC(C1)C2=O)Nc1nc(-c2ccc(F)c(F)c2)cs1 (stereo not drawn)	i	-1.5	i
COc1ccc(-c2cc3nc(-c4ccccc4)cc(N4CCC5(CC4)OCCO5)n3n2)cc1	i	-0.8	i
O=C(NCCCNC(=O)c1ccc(Cl)cc1Cl)c1ccccn1	i	-0.9	i
Cc1oc(-c2ccccc2F)nc1CS(=O)(=O)CC(=O)NC1CCCC(C)C1C (stereo not drawn)	i	-0.9	i
FC(F)(F)c1ccc(-c2n[nH]c(=S)o2)nc1	i	0.5	i
CCOC(=O)C1CCN(C(=O)CSc2ccccc2)CC1	i	0.3	i
CC(C)NC(=O)NC(=O)COC(=O)Cc1ccsc1	i	0.6	i
CSc1ccc(C(=O)N2CCc3ccc(NC(=O)c4ccccn4)cc3C2)cc1	i	4.2	i
CC(C)n1cc(CN2CCC(n3nccc3NC(=O)CCCc3ccccc3)CC2)cn1	i	-0.5	i
Cc1cccc(N2C(=O)CC(N3CCN(Cc4ccc(Cl)cc4)CC3)C2=O)c1 (stereo not drawn)	i	-0.3	i
CC1CCN(S(=O)(=O)c2ccc(S(=O)(=O)N3CCCC3)cc2)CC1	i	0.8	i
CCc1c(C(C)S(=O)(=O)c2ccccc2)[nH]c(=O)n1CC (stereo not drawn)	i	-0.5	i
Cc1ccccc1NC(=S)N(CCN(C)C)C(C)c1ccccn1 (stereo not drawn)	i	-2.2	i
O=P(c1ccc2c(c1)OCCO2)(N1CCOCC1)N1CCOCC1	i	-5.4	i
COc1ccc(CC(=S)N2CCOCC2)cc1OC	i	-1.3	i
COc1ccc(O)c(-c2cc(-c3ccc(F)cc3)n[nH]2)c1	i	1.7	i
COc1ccc(CNC(=O)c2ccccc2SCC(=O)N2CCCC2)cc1OC	i	-1.8	i
COc1cccc(C2N(c3cccc(Cl)c3)C(=O)C3CCCN32)c1 (stereo not drawn)	i	0.4	i
CCN(CC)S(=O)(=O)c1cccc(N2CC(O)=C(c3ccccc3)C2=N)c1	i	2.5	i
CC(=O)N1CCN(c2ccc(NCc3cccs3)cc2)CC1	i	0.6	i
Cc1c(C(=O)NCc2cccnc2)oc2ccccc12	i	0.0	i
COc1ccc(NC(=O)c2nc(C)c(C3(C)CC(c4cccnc4)=NO3)s2)cc1 (stereo not drawn)	i	-0.7	i
O=C(O)CCCCCNS(=O)(=O)c1ccc(Cl)cc1	i	0.2	i
CCOC(=O)c1ccc(NC(=O)CCS(=O)(=O)c2cccc3nonc23)cc1	i	-0.1	i
COc1ccc(OC)c(NC(=O)Nc2nnc(N3CCCCC3C)s2)c1 (stereo not drawn)	i	0.2	i
